TMEM16A inh – TMEM16A chloride channel inhibitors, primary screen, cell-based, HTS | Anoctamin-1 (Mus musculus), Q8BHY3 | HEK293 TMEM16A/YFP iodide influx fluorescence, ionomycin | normalized B-score (activity score, 25-100; higher = stronger inhibition) at 10 µM | actives 1.2% (n = 310,000) | AID 588511, 2011;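 active = ratio plate-corrected score three or more library SD toward inhibition, starting fluorescence score within five deviations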;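 also: score derived from kinetic fluorescence span divided by baseline fluorescence per well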
RGS4 inh – RGS4 inhibitors, primary screen, cell-based, HEK293 M3R inducible RGS4, calcium flux | Regulator of G-protein signaling 4 (Homo sapiens), P49798 | Fluo-4 calcium flux; active compounds read high; triggered by carbachol at its EC20 | B-score at 10 µM | actives 0.45% (n = 310,000);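 active = B-score, a plate-corrected calcium signal, over three deviations above library mean, with baseline fluorescence within five deviations of library mean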;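 also: RGS4 expression induced by doxycycline in cells with stable M3 receptor; B-score is computed from the integrated fluorescence ratio over baseline after carbachol; higher B-score means a larger calcium signal and so more RGS4 inhibition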
KCNQ1 act – potentiators or activators of KCNQ1 channel, primary screen, cell-based, thallium flux, high-throughput | Potassium voltage-gated channel subfamily KQT member 1 (Homo sapiens), P51787 | CHO-K1 KCNQ1, thallium flux FluxOR fluorescence; active compounds read high | B-score at 10 µM | actives 0.35% (n = 310,000) | AID 2648, 2010;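 active = fluorescence ratio B-score, a plate-corrected score, at least three library SD, with initial intensity B-score within 5 SD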
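Medium – assay buffer, equal DMSO in all wells · Material – CHO-K1 cell line with stable KCNQ1 potassium channel expression · Signal – kinetic FluxOR thallium fluorescence, 10-s 1-Hz baseline, 110-s post-stimulus read · Compound – single concentration per compound, DMSO matched to controls · Schedule – 37 °C overnight plating, 90-min dark dye load, 20-min compound pretreatment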
RGS4 act – RGS4 potentiators or activators, primary screen, cell-based, HEK293 M3R inducible RGS4, calcium flux; actives 0.92% (n = 310,000); B-score at 10 µM; carbachol calcium flux Fluo4; active compounds read low; AID 463111, 2010;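 active = B-score of the integrated calcium signal more than 4 SD below the library mean, with starting fluorescence not abnormally high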;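 also: negative B-score means reduced calcium response which marks RGS4 activation or potentiation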
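Assay system: HEK293 FlpIn-TREx cells, stable M3R, doxycycline-inducible RGS4 / Probe or stimulus: carbachol, ECmax concentration / Times: overnight RGS4 induction, 30 min dye load 37 °C, 20 min compound RT / Signal: kinetic calcium fluorescence imaging with Fluo4-AM dye, 2 µM / Measure: Agonist-evoked peak-minus-minimum fluorescence over baseline, integrated ratio, B score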
ANO1 activ – TMEM16A chloride channel activators or potentiators, primary screen, cell-based, HTS; actives 0.3% (n = 340,000); AID 623877, 2012; Anoctamin-1 (Mus musculus), Q8BHY3; B-score at 10 µM; HEK293 TMEM16A/YFP-H148Q/I152L, iodide quench fluorescence; active compounds read low;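 active = fluorescence-ratio B-score plate-corrected deviation score at least 3 library SD below zero, with starting fluorescence score within 5 deviations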;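 also: channel opened by trigger with iodide after compound preincubation; score built on the fluorescence ratio of max minus min over baseline; more negative score means more quench and so TMEM16A activation or potentiation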
KCNQ1 block – inhibitors of human KCNQ1 channel, primary screen, cell-based, thallium flux, high-throughput; actives 1.3% (n = 310,000); B-score at 10 µM; CHO-K1 KCNQ1, FluxOR thallium flux fluorescence; active compounds read high;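 active = compounds whose thallium flux B-score, printed positive for inhibition, exceeds three library SD while starting fluorescence stays within three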;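 also: channel opened by potassium depolarization with thallium stimulus after 20 min compound exposure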
MrgX1 ag – agonists of human MrgX1 receptor, primary screen, HEK293 cells, Fluo-4 calcium flux | AID 588627, 2011 | Fluo-4 calcium fluorescence, agonist mode; active compounds read high | Mas-related G-protein coupled receptor member X1 (Homo sapiens), Q96LB2 | B-score at 10 µM | actives 0.44% (n = 310,000);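 active = calcium response B-score plate-corrected fluorescence ratio at least 3 library SD, with starting fluorescence B-score inside 5 SD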
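Assay system: MrgX1-expressing HEK293 cells / Amount: fifteen thousand cells per well / Doses: test compound in the initial addition of three / Timing: cells plated overnight, dye loaded 0.5 h 37 °C, 0.5 h room temperature / Technique: kinetic calcium dye fluorescence, Fluo-4 NW / Control set: positive and negative controls per plate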
KCNK9 block – KCNK9 potassium channel inhibitors, primary screen, HEK293 cells, thallium flux; FluxOR thallium flux fluorescence; active compounds read low; actives 1.2% (n = 310,000); Potassium channel subfamily K member 9 (Homo sapiens), Q9NPC2; B-score at 10 µM;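 active = ratio B-score over 3 SD below the library mean, with starting fluorescence within 5 SD of its mean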;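 also: negative B-score means less thallium flux so channel inhibition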
KCNK3 block – human KCNK3 channel inhibitors, primary screen, CHO cells, FluxOR thallium flux, B-score; FluxOR fluorescence; active compounds read low; B-score at 10 µM; actives 0.84% (n = 340,000);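 active = B-score under library mean minus 4 SD, starting fluorescence ratio at most library mean plus 5 SD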;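 also: more negative B-score means stronger inhibition of thallium flux through KCNK3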
hERG rescue – hERG rescue from dofetilide block, primary screen, cell-based, CHO-hERG, FluxOR thallium flux, dofetilide IC70; Voltage-gated inwardly rectifying potassium channel KCNH2 (Homo sapiens), Q12809; dofetilide IC70 present; activation (rescue from dofetilide block), less the hit threshold, % at 10 µM; actives 0.51% (n = 310,000);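 active = activation above the mean of controls blocked by dofetilide plus 5 SD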;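 also: thallium influx through hERG after potassium depolarization seen as dye fluorescence rise; in these data hits start at about 4.7%; inactives centre near -7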
Target sequence (Q12809 whole entry, looked up): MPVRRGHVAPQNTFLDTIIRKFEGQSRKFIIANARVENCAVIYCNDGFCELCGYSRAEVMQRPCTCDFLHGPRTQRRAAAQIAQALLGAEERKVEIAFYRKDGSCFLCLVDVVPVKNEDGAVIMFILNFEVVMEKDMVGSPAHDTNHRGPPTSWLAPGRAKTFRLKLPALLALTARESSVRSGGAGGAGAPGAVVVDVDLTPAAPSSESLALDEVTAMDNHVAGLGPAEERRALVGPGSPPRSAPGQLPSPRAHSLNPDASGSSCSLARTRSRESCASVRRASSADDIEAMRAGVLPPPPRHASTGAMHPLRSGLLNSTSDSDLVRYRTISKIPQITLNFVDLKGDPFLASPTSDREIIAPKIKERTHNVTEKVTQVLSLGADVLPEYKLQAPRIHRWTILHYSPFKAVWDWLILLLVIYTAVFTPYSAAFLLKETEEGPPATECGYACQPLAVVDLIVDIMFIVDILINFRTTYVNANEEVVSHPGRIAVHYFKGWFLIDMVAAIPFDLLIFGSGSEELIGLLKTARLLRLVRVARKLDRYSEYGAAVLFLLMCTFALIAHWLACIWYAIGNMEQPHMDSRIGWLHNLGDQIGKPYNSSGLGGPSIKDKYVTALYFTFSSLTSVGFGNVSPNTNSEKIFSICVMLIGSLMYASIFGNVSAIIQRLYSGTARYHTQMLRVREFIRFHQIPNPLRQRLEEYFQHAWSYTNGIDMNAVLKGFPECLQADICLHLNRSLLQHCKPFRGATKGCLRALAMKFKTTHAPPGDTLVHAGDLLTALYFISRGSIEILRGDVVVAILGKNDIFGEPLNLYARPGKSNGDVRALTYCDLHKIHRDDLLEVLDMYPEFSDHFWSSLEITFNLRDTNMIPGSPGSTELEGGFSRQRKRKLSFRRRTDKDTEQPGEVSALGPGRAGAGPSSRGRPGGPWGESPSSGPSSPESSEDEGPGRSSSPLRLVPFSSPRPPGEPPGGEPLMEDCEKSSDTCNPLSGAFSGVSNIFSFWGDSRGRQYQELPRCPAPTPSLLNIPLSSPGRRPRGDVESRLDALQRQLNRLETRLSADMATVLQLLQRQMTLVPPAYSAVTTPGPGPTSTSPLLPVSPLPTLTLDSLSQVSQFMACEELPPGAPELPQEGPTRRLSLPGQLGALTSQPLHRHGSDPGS
MrgX1 allo act – positive allosteric modulators of MrgX1, primary screen, HEK293 cells, Fluo-4 calcium flux; B-score at 10 µM; FDSS; active compounds read high; Mas-related G-protein coupled receptor member X1 (Homo sapiens), Q96LB2; actives 0.63% (n = 310,000); AID 588675, 2011;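 active = plate-corrected calcium response at least 3 library SD above typical, normal starting fluorescence, not activating the receptor alone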;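 also: compound read alongside a low EC10 to EC30 dose of BAM8-22 agonist; peak minus trough fluorescence over baseline measured at the second addition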
An asterisk follows results filed as active; i = inactive; · = not tested or not shown.

No.	compound	TMEM16A inh	RGS4 inh	KCNQ1 act	RGS4 act	ANO1 activ	KCNQ1 block	MrgX1 ag	KCNK9 block	KCNK3 block	hERG rescue	MrgX1 allo act
1	CCN(CC)P(=O)(Nc1ccc([N+](=O)[O-])cc1)c1c(C)nn(CCC#N)c1NC(=O)c1ccc(Cl)cc1 (centres undefined)	i	i	i	i	i	i	i	i	i	-5	i
2	CCOC(=O)c1ccc(-c2ccc(CO)o2)cc1	i	i	i	i	i	i	i	i	i	0	i
3	Cc1cccc(N2CCN(C(=O)COc3cccc4c3OC(C)(C)C4)CC2)c1C	i	i	i	i	i	i	i	-8.7*	i	-9	i
4	Cc1cc(NC(=O)CSCCO)no1	i	i	i	i	i	i	i	i	i	-11	i
5	CCn1cc(C(=O)N2CCc3ccccc32)c(=O)c2cc(S(=O)(=O)N3CCOCC3)ccc21	i	i	i	i	i	i	i	i	i	-10	i
6	CCC(=O)N/C(N)=N/c1nc(C)c2cc(C)c(C)cc2n1	i	i	i	i	i	i	i	i	i	-8	i
7	O=C(Nc1nnc(SCc2ccc(F)cc2)s1)c1ccccn1	·	i	i	i	i	i	·	i	i	-3	·
8	O=C(NC1CCCC1)C1CCN(C(=O)c2ccc(Cl)cc2)CC1	i	i	i	i	i	i	i	i	i	-5	i
9	CC(=O)c1sc(NC(=O)c2c(F)cccc2F)nc1-c1ccccc1	i	i	i	i	i	i	i	i	i	-1	i
10	S=C(NCCN1CCOCC1)Nc1ccc(Br)cc1	i	i	i	i	i	i	i	i	i	-11	i
11	COC(=O)Cn1c(=O)c2c(nc3n2CCCN3CCc2ccc(OC)c(OC)c2)n(C)c1=O	i	i	i	i	·	i	i	i	i	-9	i
12	Cc1ccc(-c2c(C(=O)N/N=C/c3ccc(OC(C)C)cc3)nnn2-c2nonc2N)cc1	i	9*	i	i	i	i	i	i	i	-3	i
13	Cc1ccc(S(=O)(=O)n2nc(-c3ccco3)nc2SCc2ccccc2)cc1	i	i	i	i	i	i	i	i	i	-13	i
14	O=C(CN1CCCCC1)Nc1ccc(S(=O)(=O)NC2CCCCC2)cc1	i	i	i	i	i	i	i	i	i	-9	i
15	COc1cccc(CC(CC(=O)O)C(=O)Nc2cc(C)ccc2C)c1 (centres undefined)	i	i	i	i	i	i	i	i	i	1	i
16	O=C(c1ccccc1)n1nc(-c2ccccc2)nc1NCc1ccco1	i	i	i	i	i	i	i	i	i	-3	i
17	CC(=O)C1=C(c2ccc(Br)cc2)C(=O)c2ccccc2C1=O	i	i	i	i	i	i	i	i	i	0	i
18	CCCCc1cc(=O)oc2c(C)c(OCC(=O)N3C[C@H]4C[C@@H](C3)c3cccc(=O)n3C4)ccc12	i	i	i	i	i	i	i	i	i	-11	i
19	CCn1c2ccc(CC(=O)O)cc2c2cc(CC(=O)O)ccc21	i	i	i	i	i	i	i	i	i	-7	i
20	CNC(=O)COC(=O)c1cccnc1SC	i	i	i	i	i	i	i	i	i	-9	i
21	Cc1nn(CCO)c2ncc(C(=O)c3cc(F)ccc3O)cc12	i	i	i	i	i	i	i	i	i	-4	i
22	CN(C)C(=O)c1ccc(NC(=O)COc2ccc([N+](=O)[O-])cc2)cc1	i	i	i	i	i	i	i	i	i	-9	i
23	CCCCNC(=O)c1sc2ncnc(N3CCc4ccccc4C3)c2c1C	i	i	i	i	i	i	i	i	i	-14	i
24	Cc1c(C(=O)N2CCCCC2CCN2CCCC2=O)oc2c(F)cccc12 (centres undefined)	i	i	i	i	i	i	i	i	i	-7	i
25	O=C(c1ccoc1)N1CCC(CO)(CCc2ccccc2)CC1	i	i	i	i	i	i	i	i	i	-7	i
26	Nc1ncc([N+](=O)[O-])cc1S(=O)(=O)c1ccccc1	i	i	i	i	i	i	i	i	i	-5	i
27	Cc1ccc(-c2cc(C(=O)NCc3ccccn3)c3ccccc3n2)cc1C	i	i	i	i	i	i	i	i	i	-18	i
28	CCCCNC(=O)c1cc(C)nc2ccccc12	i	i	i	i	i	i	i	i	i	-11	i
29	O=C(Nc1cccc(O)c1)c1cccc(S(=O)(=O)N2CCCCCC2)c1	·	i	i	i	i	i	·	i	i	-3	·
30	N#CC1=C(N)OC2=C(C(=O)CCC2)C1c1ccccc1 (centres undefined)	i	i	i	i	i	i	i	i	i	-14	i
31	COc1cccc(C(=O)N2CCCC(Nc3ccc(C)c(C)c3)C2)c1 (centres undefined)	i	i	i	i	i	i	i	i	i	-7	i
32	COc1ccccc1NS(=O)(=O)c1ccccc1C#N	i	i	i	i	i	i	i	i	i	-4	i
33	CCOC(=O)c1sc(C)c2c1NC(C)(c1cccs1)NC2=O (centres undefined)	i	i	i	i	i	i	i	i	i	-7	i
34	CCN(NC(=O)C(O)(c1ccccc1)c1ccccc1)C(=O)c1ccccc1	i	i	i	i	i	i	i	i	i	-2	i
35	Oc1ccc(/C=N/NC(=S)N/N=C/c2ccc(O)cc2)cc1	i	i	i	i	i	i	i	i	i	-16	i
36	CCN(CC)C(=O)CSc1nnc2nnc3cc(C)ccc3n12	i	i	i	i	i	i	i	i	i	-7	i
37	CCN(CC)S(=O)(=O)c1cc(NC(=O)c2cccc(N3C(=O)CCC3=O)c2)ccc1Cl	i	i	i	i	i	i	i	i	i	-16	i
38	CN(C)S(=O)(=O)N1CCCC(C(=O)c2ccc(-c3ccccc3)c(F)c2)C1 (centres undefined)	100*	i	i	i	i	i	i	-8.4*	-11*	-59	i
39	Cc1c(CC(=O)NCC(=O)O)c(=O)oc2cc3c(cc12)CCC(C)(C)O3	i	i	i	i	i	i	i	i	i	-2	i
40	COc1ccc(OC)c(CN2C(=O)CCC2(C)C(=O)NC2CCCCCC2)c1 (centres undefined)	i	i	i	i	i	i	i	i	i	-14	i
41	Cc1cc(C(=O)CN2CCC(C)CC2)c(C)n1-c1ccccc1F	i	i	i	i	i	i	i	i	i	-4	i
42	COc1ccc(C2=NN(c3nc(C)cc(C)n3)C(=O)C2)cc1	i	i	i	i	i	i	i	i	i	-7	i
43	COC(=O)c1cccc(NC(=O)CSc2nnc(COc3cccc(C)c3)n2C)c1	i	i	i	i	i	i	i	i	i	0	i
44	O=C(O)CCNc1nc(-c2ccccc2)c2cc(Br)ccc2n1	i	i	i	i	i	i	i	i	i	-4	i
45	CCCN1CCN(CC(=O)Nc2nnc(C)s2)CC1	i	i	i	i	i	i	i	i	i	-4	i
46	O=C(COC(=O)c1cccc(Br)c1)Nc1ccc2[nH]c(=O)[nH]c2c1	i	i	i	i	i	i	i	i	i	-14	i
47	Cc1ncoc1C(=O)N1CCCC(C(=O)c2ccc(-c3ccccc3)c(F)c2)C1 (centres undefined)	i	i	i	i	i	i	i	i	i	-13	i
48	COc1ccc(-c2cc(C(F)(F)F)nc(SCC(=O)N3CCOCC3)n2)cc1OC	i	i	i	i	i	i	i	i	i	-8	i
49	CCn1c(=O)cc(SCC(=O)NCc2ccco2)c2ccccc21	i	i	i	i	i	i	i	i	i	-5	i
50	Cc1nnc(Cl)c2nn(-c3ccccc3)c(C)c12	i	i	i	i	i	i	i	i	i	-7	i
51	NC(=O)N/N=C/C=C/c1ccccc1	i	i	i	i	i	i	i	i	i	-21	i
52	NC(=O)C1(N2CCCCC2)CCN(C(=O)c2cccn3c(=O)c4cc(Cl)ccc4nc23)CC1	i	i	i	i	i	i	i	i	i	-10	i
53	Cc1cccc(NC(=O)c2c(-c3ccccc3)noc2C)n1	i	i	i	i	i	i	i	i	i	-16	i
54	CCOc1ccc(-n2nnc3c(=O)n(CC(=O)N4CCCc5ccccc54)cnc32)cc1	i	i	i	i	i	i	i	i	i	-6	i
55	O=C(Cn1cnc2c(cnn2-c2ccc(Cl)cc2)c1=O)N1CCN(c2ccccc2)CC1	i	i	i	i	i	i	i	i	i	-15	i
56	O=C(NCC(c1ccco1)N1CCN(c2ccccc2F)CC1)C(=O)NC1CCCC1 (centres undefined)	i	i	i	i	i	i	i	i	i	-12	i
57	COc1ccc(NC(=O)CN(C)C(=O)Cc2ccc3c(c2)OCCO3)cc1	i	i	i	i	i	i	i	i	i	-16	i
58	Fc1ccccc1CNCC1CCCO1 (centres undefined)	·	i	i	i	i	i	·	i	i	1	·
59	COc1ccc(N=C2C(=Nc3ccc(OC)cc3)N(c3ccc(N(C)C)cc3)C(=S)N2c2ccc(OC)cc2)cc1	i	i	i	i	i	i	i	i	i	-8	i
60	Cc1cc(C)c(C(=O)COC(=O)c2cccnc2Cl)c(C)c1	i	i	i	i	i	i	i	i	i	-4	i

Continuation.
No.	compound	TMEM16A inh	RGS4 inh	KCNQ1 act	RGS4 act	ANO1 activ	KCNQ1 block	MrgX1 ag	KCNK9 block	KCNK3 block	hERG rescue	MrgX1 allo act
61	O=C(O)C(CO)(c1ccccc1)c1ccccc1	i	i	i	i	i	i	i	i	i	-3	i
62	COc1ccc(S(=O)(=O)Cc2ccc(C(=O)N3CCCC3)o2)cc1	i	i	i	i	i	i	i	i	i	1	i
63	Nc1cc(N2CCOCC2)c(Cl)cc1[N+](=O)[O-]	i	i	i	i	i	i	i	i	i	-9	i
64	O=C(COC(=O)CCC(=O)c1ccccc1)NCCc1ccccc1	i	i	i	i	i	i	i	i	i	-17	i
65	CC(C)(C)C(=O)COC(=O)CCc1nc2ccccc2[nH]c1=O	25*	i	i	i	i	i	i	i	i	-15	i

Bioassay records (PubChem BioAssay)

This is a random part of the collection; any-hit rate near 6.3%.
